Screening data deposited in PubChem BioAssay by several laboratories.
MLLE-PAM2 inh: blocks PAM2 peptide binding to the PABP1 MLLE domain. P11940. GST-MLLE / FITC-PAM2 fluorescence polarization. inhibition, % at 20 µM. hit rate 0.36% among 360,000. AID 588489; in the data active = inhibition above about 35%, passing the limit was not always enough;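 note: plate controls were DMSO wells with GST-MLLE for no effect and wells lacking GST-MLLE protein for full effect; some results filed as inactive read as strong as hits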
LMPTP block: LMPTP (human) inhibition. P24666. recombinant LMPTP-A, OMFP fluorogenic substrate, fluorescence intensity. inhibition, % at 20 µM. hit rate 0.22% among 360,000. AID 651560;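 active = compounds that cut the enzyme signal by at least half of the control window in the single-dose screen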;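 note: plate controls were DMSO wells with enzyme plus substrate for no effect and substrate without enzyme for full effect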
Target sequence (P24666 whole entry, looked up): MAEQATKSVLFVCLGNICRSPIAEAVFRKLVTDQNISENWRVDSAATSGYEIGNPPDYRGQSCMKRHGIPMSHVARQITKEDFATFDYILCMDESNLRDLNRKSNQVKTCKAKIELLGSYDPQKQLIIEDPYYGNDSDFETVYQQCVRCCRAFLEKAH
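Assay system: LMPTP-A, protein tyrosine phosphatase of low molecular weight / Medium: pH 6.0 Bis-Tris buffer with DTT and Triton X-100 / Schedule: 50 min enzyme reaction at room temperature, protected from light / Measured by: endpoint fluorescence intensity from OMFP dephosphorylation / Read-out basis: % inhibition relative to no-enzyme and uninhibited control wells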
DNMT1 inh: inhibitors of human DNMT1. hit rate 0.83% among 360,000. AID 588458. DNMT1 molecular beacon, Hinp1I cleavage, fluorescence. inhibition (reported as % activation of signal), % at 10 µM; in the data active = inhibition above about 50%
NadD inh: blocks S. aureus nicotinate mononucleotide adenylyltransferase. purified NadD enzyme, colorimetric absorbance read-out. inhibition, % at 20 µM. hit rate 0.78% among 360,000; in the data active = inhibition above about 26%; note: some compounds past the cut are filed as inactive
Scp-1 inhibitor: inhibitors of human Scp-1 phosphatase. inhibition, % at 20 µM. hit rate 0.88% among 340,000. Recombinant Scp1, phosphopeptide, malachite green phosphate absorbance. AID 493091;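 active = inhibition above about 50% at 20 µM, limit read from the data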;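 note: plate controls were DMSO wells with enzyme for no effect and wells lacking enzyme for full effect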
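System: truncated SCP-1 phosphatase (76-261aa); medium: Tris acetate buffer pH 5.5 with MgCl2 and Tween-20; incubation: 45 min room-temperature reaction, 5 min colour, 30 min stabiliser; compound: single 20 µM dose, 1% DMSO; reagent: Phosphorylated 17-residue peptide substrate; read-out: % inhibition at 20 µM; technique: colorimetric free-phosphate detection, absorbance 630 nm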
CSN deneddyl inh: CSN deneddylation inhibition; Purified CSN, SCF-Nedd8-OG deneddylation, fluorescence polarization; inhibition, % at 12.5 µM; hit rate 0.38% among 360,000; Q92905;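 active = pattern-corrected inhibition above about 35%, with an unprinted fluorescence ratio check between 0.5 and 1.5, limit read from the data, passing the limit was not always enough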;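 note: 0% = enzyme with substrate and 100% = substrate without enzyme; some results filed as inactive read as strong as hits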
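Material: human Csn5 produced in HEK293T cells; Input: enzyme 0.24 nM; Reagent: SCFSkp2-Nedd8OG substrate at 10 nM final; Dosing: 12.5 µM compound; Incubation: 90 min reaction at room temperature; Detection: fluorescence polarization of the substrate; Evaluation: % inhibition of substrate cleavage by Csn5; Control set: substrate-only high control, full reaction low control.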
Rpn11 block: Rpn11 (human) deubiquitinase inhibition; O00487; human 26S proteasome, Ub4-pepOG fluorescence polarization; 20S core pre-blocked with epoxomicin; calls only at 20 µM; hit rate 0.59% among 360,000;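 active = inhibition at 20 µM, scaled to each plate's controls, above about 33%, limit read from the data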
Target sequence (O00487 whole entry, looked up): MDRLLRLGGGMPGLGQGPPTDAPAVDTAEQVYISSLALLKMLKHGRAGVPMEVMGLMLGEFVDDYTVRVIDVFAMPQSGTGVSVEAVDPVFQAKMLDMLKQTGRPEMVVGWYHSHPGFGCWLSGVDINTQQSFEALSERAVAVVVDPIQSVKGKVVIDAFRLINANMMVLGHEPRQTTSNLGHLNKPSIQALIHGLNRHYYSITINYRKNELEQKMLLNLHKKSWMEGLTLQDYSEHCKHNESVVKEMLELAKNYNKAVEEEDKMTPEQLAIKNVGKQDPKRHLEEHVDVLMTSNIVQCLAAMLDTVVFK
STEP block: STEP (human) phosphatase inhibition. inhibition, % at 20 µM. AID 588621. recombinant STEP, OMFP fluorogenic substrate, fluorescence. hit rate 0.25% among 360,000;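 active = inhibition at 20 µM, scaled per plate between control wells, above about 37%, limit read from the data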;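 note: 0% = DMSO with enzyme and substrate and 100% = substrate only without enzyme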
Target sequence (P54829 whole entry, looked up): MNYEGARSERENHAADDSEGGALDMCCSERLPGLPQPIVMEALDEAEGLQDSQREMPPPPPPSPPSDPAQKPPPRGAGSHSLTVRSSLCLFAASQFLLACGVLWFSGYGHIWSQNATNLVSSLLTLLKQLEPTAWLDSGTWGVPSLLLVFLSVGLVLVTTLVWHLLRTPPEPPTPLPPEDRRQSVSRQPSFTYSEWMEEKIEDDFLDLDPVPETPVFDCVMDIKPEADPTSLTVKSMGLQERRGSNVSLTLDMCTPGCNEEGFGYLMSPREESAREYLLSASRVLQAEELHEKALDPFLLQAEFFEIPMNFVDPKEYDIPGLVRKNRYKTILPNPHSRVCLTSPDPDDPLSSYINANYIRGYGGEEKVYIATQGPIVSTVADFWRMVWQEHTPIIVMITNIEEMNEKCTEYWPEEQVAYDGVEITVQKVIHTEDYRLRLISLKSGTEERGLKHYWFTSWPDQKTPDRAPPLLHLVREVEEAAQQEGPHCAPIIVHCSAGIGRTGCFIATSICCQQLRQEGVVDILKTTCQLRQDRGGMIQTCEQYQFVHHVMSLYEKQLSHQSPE
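Material: STEP (striatal-enriched tyrosine phosphatase) enzyme, cell-free | Medium: 50 mM Bis-Tris pH 6.0 with 2.5 mM DTT and 0.005% Tween 20 | Read-out: Percent inhibition scaled to no-enzyme and uninhibited-enzyme controls, plate-pattern corrected | Signal: Fluorescence read at 480 nm ex / 540 nm em | Times: 20 min reaction, room temperature, in the dark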
Tb MetRS inh: blocks T. brucei methionyl-tRNA synthetase activity. purified T. brucei MetRS, ATP depletion, Kinase-Glo luminescence. inhibition, % at 11.9 µM. hit rate 0.4% among 360,000;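 active = inhibition above a per-plate cutoff of the control wells' mean inhibition plus 3 SD, cut at about 5.5% in these data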;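 note: 0% = DMSO wells median and 100% = median of wells with control inhibitor compound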
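Test system – parasite MetRS enzyme · Reagent – substrates ATP, L-methionine and bulk Escherichia coli tRNA · Doses – 11.9 µM compound single dose, 0.9% DMSO · Times – 15 min enzyme-compound preincubation, 2 h reaction, 10 min detection, 25 °C · Signal – Kinase-Glo luminescence, ATP depletion format · Controls – DMSO-only wells as low control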
SUMO1-SIM PPI: alters human SUMO1 binding to SIM partners; P63165; SUMO1 binding to a labelled peptide, TR-FRET, 1 h; inhibition, % at 20 µM; hit rate 0.33% among 360,000; in the data active = inhibition above about 37%
* marks the source's active call; other numbers are inactive results. Outcome played no part in choosing rows; any-hit rate near 3.6%.

What do the screens show for `N#CCC(=O)Nc1ccc(C(=O)OCC(=O)NC(=O)Cc2ccccc2)cc1`?
MLLE-PAM2 inh: 7; LMPTP block: 0.9; DNMT1 inh: -2; NadD inh: -6; Scp-1 inhibitor: 0; CSN deneddyl inh: 0; Rpn11 block: inactive; STEP block: -1; Tb MetRS inh: -0.5; SUMO1-SIM PPI: 6

How did CCCCNC(=O)CN1CCN(Cc2ccc3cc(OC)ccc3c2)CC1 do in these assays?
MLLE-PAM2 inh: 1; LMPTP block: -0.4; DNMT1 inh: 0; NadD inh: 0; Scp-1 inhibitor: 2; CSN deneddyl inh: 5; Rpn11 block: inactive; STEP block: 1; Tb MetRS inh: 0.3; SUMO1-SIM PPI: 3

How did O=C(Nc1ccccc1)/C(=C/c1ccc(O)cc1)NC(=O)c1ccco1 do in these assays?
MLLE-PAM2 inh: -5; LMPTP block: -0.6; DNMT1 inh: -3; NadD inh: -2; Scp-1 inhibitor: -4; CSN deneddyl inh: -1; Rpn11 block: inactive; STEP block: -4; Tb MetRS inh: -0.2; SUMO1-SIM PPI: 1

What do the screens show for `O=C(NCCCNC(=O)c1ccco1)c1ccc(Cl)cc1`?
MLLE-PAM2 inh: -6; LMPTP block: -0.7; DNMT1 inh: 4; NadD inh: 7; Scp-1 inhibitor: -5; CSN deneddyl inh: 1; Rpn11 block: inactive; STEP block: 1; Tb MetRS inh: 0.3; SUMO1-SIM PPI: -3

What do the screens show for `CC(=O)Oc1ccc2ccccc2c1C(NC(=O)Cc1ccccc1)c1ccccc1` (stereo not drawn)?
MLLE-PAM2 inh: -4; LMPTP block: 2.4; DNMT1 inh: -4; NadD inh: -4; Scp-1 inhibitor: -8; CSN deneddyl inh: 5; Rpn11 block: inactive; STEP block: 3; Tb MetRS inh: -0.7; SUMO1-SIM PPI: -2

Results for Cc1ccc(C(=O)N[C@H](C(=O)Nc2ccc(N3CCOCC3)cc2)C(C)C)cc1 ?
MLLE-PAM2 inh: 13; LMPTP block: -1.4; DNMT1 inh: -3; NadD inh: 2; Scp-1 inhibitor: 4; CSN deneddyl inh: 0; Rpn11 block: inactive; STEP block: 0; Tb MetRS inh: -0.3; SUMO1-SIM PPI: 6

What do the screens show for `CC1=C(C(=O)N(C)C)CC(CC(=O)NC2CCCC2)C(=O)N1CCC1=CCCCC1` (stereo not drawn)?
MLLE-PAM2 inh: -5; LMPTP block: -2.2; DNMT1 inh: 2; NadD inh: -1; CSN deneddyl inh: -5; Rpn11 block: inactive; STEP block: 2; Tb MetRS inh: 1.1; SUMO1-SIM PPI: 7

Results for COc1ccc(NC(=O)NS(=O)(=O)c2ccc(C)cc2)cn1 ?
MLLE-PAM2 inh: 151; LMPTP block: -2.5; DNMT1 inh: 17; NadD inh: -6; Scp-1 inhibitor: -12; CSN deneddyl inh: -72; Rpn11 block: inactive; STEP block: -9; Tb MetRS inh: -1.7; SUMO1-SIM PPI: -16

Results for O=C(NC(=S)Nc1cccc(NC(=S)NC(=O)c2ccco2)n1)c1ccco1 ?
MLLE-PAM2 inh: 14; LMPTP block: 3.6; DNMT1 inh: 3; NadD inh: 24; Scp-1 inhibitor: 0; CSN deneddyl inh: 8; Rpn11 block: inactive; STEP block: 0; Tb MetRS inh: -1.0; SUMO1-SIM PPI: 20

What do the screens show for `CCN1C(=O)[C@H]2[C@H]3CN=C(SCc4ccc(Cl)cc4)N3[C@@](C)(C(=O)OC)[C@H]2C1=O`?
MLLE-PAM2 inh: 18; LMPTP block: -2.1; DNMT1 inh: 1; NadD inh: 3; Scp-1 inhibitor: 1; CSN deneddyl inh: 0; Rpn11 block: inactive; STEP block: -2; Tb MetRS inh: -0.1; SUMO1-SIM PPI: 6

Results for O=C(CC1Sc2ccccc2NC1=O)OCc1cc(=O)oc2cc(O)ccc12 (stereo not drawn) ?
MLLE-PAM2 inh: -2; LMPTP block: 6.0; DNMT1 inh: 6; NadD inh: 19; Scp-1 inhibitor: -4; CSN deneddyl inh: 2; Rpn11 block: inactive; STEP block: -3; Tb MetRS inh: 0.3; SUMO1-SIM PPI: 14

How did CCN(C(=O)COC(=O)/C=C/c1ccco1)c1c(N)n(Cc2ccccc2)c(=O)[nH]c1=O do in these assays?
MLLE-PAM2 inh: 6; LMPTP block: 0.5; DNMT1 inh: 16; NadD inh: 2; Scp-1 inhibitor: 36; CSN deneddyl inh: 2; Rpn11 block: inactive; STEP block: 4; Tb MetRS inh: -0.7; SUMO1-SIM PPI: -19

Results for Cc1ccccc1NC(=S)Nc1cccc2cnccc12 ?
MLLE-PAM2 inh: 36; LMPTP block: 3.5; DNMT1 inh: -15; NadD inh: 4; Scp-1 inhibitor: -1; CSN deneddyl inh: 29; Rpn11 block: inactive; STEP block: 4; Tb MetRS inh: -0.6; SUMO1-SIM PPI: 0

Results for CCn1cc(C(=O)N2CCN(c3ccc(OC)cc3)CC2)c(=O)c2cc(S(=O)(=O)N3CCCCC3)ccc21 ?
MLLE-PAM2 inh: -11; LMPTP block: 0.5; DNMT1 inh: -3; NadD inh: 7; Scp-1 inhibitor: 1; CSN deneddyl inh: 3; Rpn11 block: inactive; STEP block: -2; Tb MetRS inh: -0.1; SUMO1-SIM PPI: 3

How did Cc1nc(SCc2nc3ccccc3[nH]2)c2oc3cc(Br)ccc3c2n1 do in these assays?
MLLE-PAM2 inh: -116; LMPTP block: 2.6; DNMT1 inh: -5; NadD inh: 25; Scp-1 inhibitor: 5; CSN deneddyl inh: 23; Rpn11 block: active; STEP block: 4; Tb MetRS inh: -0.2; SUMO1-SIM PPI: -30

How did CCCCCCN1C[C@@H](O)[C@H](n2cc(C3CC3)nn2)C[C@@H]1c1ccc(Cl)cc1 do in these assays?
MLLE-PAM2 inh: 6; LMPTP block: 3.6; DNMT1 inh: -6; NadD inh: 0; CSN deneddyl inh: 3; Rpn11 block: inactive; STEP block: 4; Tb MetRS inh: -0.7; SUMO1-SIM PPI: 3

What do the screens show for `COCCN(C(=O)COC(=O)CNC(=O)c1ccc(C)cc1)c1c(N)n(Cc2ccccc2)c(=O)[nH]c1=O`?
MLLE-PAM2 inh: 2; LMPTP block: -2.0; DNMT1 inh: 3; NadD inh: -7; Scp-1 inhibitor: -12; CSN deneddyl inh: -1; Rpn11 block: inactive; STEP block: -1; Tb MetRS inh: 0.2; SUMO1-SIM PPI: 1

Results for Cc1ccccc1NC(=S)NC(C)CCc1ccccc1 (stereo not drawn) ?
MLLE-PAM2 inh: -22; LMPTP block: 0.1; DNMT1 inh: 5; NadD inh: -1; Scp-1 inhibitor: 3; CSN deneddyl inh: 3; Rpn11 block: inactive; STEP block: -1; Tb MetRS inh: -1.0; SUMO1-SIM PPI: 1

What do the screens show for `CCN(CC)S(=O)(=O)c1ccc(-c2nnc(SCC(=O)N3CCc4ccccc43)o2)cc1`?
MLLE-PAM2 inh: -63; LMPTP block: -2.6; DNMT1 inh: 54*; NadD inh: 0; Scp-1 inhibitor: -5; CSN deneddyl inh: -1; Rpn11 block: inactive; STEP block: 2; Tb MetRS inh: -0.8; SUMO1-SIM PPI: -5

How did Cc1cnccc1CN(C)C(=O)C1CCC(=O)N(Cc2ccccc2F)C1 (stereo not drawn) do in these assays?
MLLE-PAM2 inh: 12; LMPTP block: -0.5; DNMT1 inh: -2; NadD inh: -2; Scp-1 inhibitor: -11; CSN deneddyl inh: 0; Rpn11 block: inactive; STEP block: 1; Tb MetRS inh: -0.2; SUMO1-SIM PPI: 7

How did Cc1ccsc1C(=O)N1CCC1(C)C(=O)NS(=O)(=O)c1ccc(C#N)cc1 (stereo not drawn) do in these assays?
MLLE-PAM2 inh: 6; LMPTP block: -0.2; DNMT1 inh: 5; NadD inh: 1; CSN deneddyl inh: 1; Rpn11 block: inactive; STEP block: 0; Tb MetRS inh: 0.0; SUMO1-SIM PPI: 7

What do the screens show for `COC(=O)c1ccc(CNC(=O)CSc2nnc(COc3ccccc3)n2C)o1`?
MLLE-PAM2 inh: 6; LMPTP block: -1.6; DNMT1 inh: -2; NadD inh: 5; Scp-1 inhibitor: 7; CSN deneddyl inh: -2; Rpn11 block: inactive; STEP block: 5; Tb MetRS inh: 0.0; SUMO1-SIM PPI: 2

How did Cc1c(CC(=O)O)c(=O)oc2cc(OCc3ccc(F)cc3F)ccc12 do in these assays?
MLLE-PAM2 inh: -9; LMPTP block: -1.5; DNMT1 inh: -1; NadD inh: 2; Scp-1 inhibitor: -8; CSN deneddyl inh: -1; Rpn11 block: inactive; STEP block: -1; Tb MetRS inh: -0.7; SUMO1-SIM PPI: 1

How did CC1=NNC(=O)C1CC(=O)N/N=C/C(C)=C/c1ccccc1 (stereo not drawn) do in these assays?
MLLE-PAM2 inh: -4; LMPTP block: -0.9; DNMT1 inh: 2; NadD inh: 3; Scp-1 inhibitor: -10; CSN deneddyl inh: 2; Rpn11 block: inactive; STEP block: 0; Tb MetRS inh: -0.6; SUMO1-SIM PPI: -6

Results for Cc1cccc(C)c1OCCN1C(=O)NC(C)(c2ccccc2)C1=O (stereo not drawn) ?
MLLE-PAM2 inh: 5; LMPTP block: 0.7; DNMT1 inh: 2; NadD inh: -9; Scp-1 inhibitor: -4; CSN deneddyl inh: 3; Rpn11 block: inactive; STEP block: -1; Tb MetRS inh: -0.1; SUMO1-SIM PPI: -2

Results for Cc1cc2c(c(C)c1CCO[C@@H]1O[C@H](CO)[C@@H](O)[C@H](O)[C@H]1O)C(=O)[C@@H](C)[C@@H]2O ?
MLLE-PAM2 inh: 13; LMPTP block: -2.6; DNMT1 inh: -3; NadD inh: -5; Scp-1 inhibitor: 1; CSN deneddyl inh: -4; Rpn11 block: inactive; STEP block: -1; Tb MetRS inh: 0.3; SUMO1-SIM PPI: -4
